From PubChem
WRN inhibitor: blocks human WRN helicase; Q14191; AID 651768; WRN helicase unwinding, fluorescent forked duplex, kinetic; 0.46% of 360,000 active; Potency, µM (series often up to 114 µM), inactives show at the top dose activity change, negative = inhibition, most hits filed as inhibitors; note: potency is the fitted concentration of half-maximal effect; % is set by controls: 0 for no effect and ±100 for the full control effect; nearly all actives have a fitted effect of over 55% in size
Target sequence (Q14191 whole entry, looked up): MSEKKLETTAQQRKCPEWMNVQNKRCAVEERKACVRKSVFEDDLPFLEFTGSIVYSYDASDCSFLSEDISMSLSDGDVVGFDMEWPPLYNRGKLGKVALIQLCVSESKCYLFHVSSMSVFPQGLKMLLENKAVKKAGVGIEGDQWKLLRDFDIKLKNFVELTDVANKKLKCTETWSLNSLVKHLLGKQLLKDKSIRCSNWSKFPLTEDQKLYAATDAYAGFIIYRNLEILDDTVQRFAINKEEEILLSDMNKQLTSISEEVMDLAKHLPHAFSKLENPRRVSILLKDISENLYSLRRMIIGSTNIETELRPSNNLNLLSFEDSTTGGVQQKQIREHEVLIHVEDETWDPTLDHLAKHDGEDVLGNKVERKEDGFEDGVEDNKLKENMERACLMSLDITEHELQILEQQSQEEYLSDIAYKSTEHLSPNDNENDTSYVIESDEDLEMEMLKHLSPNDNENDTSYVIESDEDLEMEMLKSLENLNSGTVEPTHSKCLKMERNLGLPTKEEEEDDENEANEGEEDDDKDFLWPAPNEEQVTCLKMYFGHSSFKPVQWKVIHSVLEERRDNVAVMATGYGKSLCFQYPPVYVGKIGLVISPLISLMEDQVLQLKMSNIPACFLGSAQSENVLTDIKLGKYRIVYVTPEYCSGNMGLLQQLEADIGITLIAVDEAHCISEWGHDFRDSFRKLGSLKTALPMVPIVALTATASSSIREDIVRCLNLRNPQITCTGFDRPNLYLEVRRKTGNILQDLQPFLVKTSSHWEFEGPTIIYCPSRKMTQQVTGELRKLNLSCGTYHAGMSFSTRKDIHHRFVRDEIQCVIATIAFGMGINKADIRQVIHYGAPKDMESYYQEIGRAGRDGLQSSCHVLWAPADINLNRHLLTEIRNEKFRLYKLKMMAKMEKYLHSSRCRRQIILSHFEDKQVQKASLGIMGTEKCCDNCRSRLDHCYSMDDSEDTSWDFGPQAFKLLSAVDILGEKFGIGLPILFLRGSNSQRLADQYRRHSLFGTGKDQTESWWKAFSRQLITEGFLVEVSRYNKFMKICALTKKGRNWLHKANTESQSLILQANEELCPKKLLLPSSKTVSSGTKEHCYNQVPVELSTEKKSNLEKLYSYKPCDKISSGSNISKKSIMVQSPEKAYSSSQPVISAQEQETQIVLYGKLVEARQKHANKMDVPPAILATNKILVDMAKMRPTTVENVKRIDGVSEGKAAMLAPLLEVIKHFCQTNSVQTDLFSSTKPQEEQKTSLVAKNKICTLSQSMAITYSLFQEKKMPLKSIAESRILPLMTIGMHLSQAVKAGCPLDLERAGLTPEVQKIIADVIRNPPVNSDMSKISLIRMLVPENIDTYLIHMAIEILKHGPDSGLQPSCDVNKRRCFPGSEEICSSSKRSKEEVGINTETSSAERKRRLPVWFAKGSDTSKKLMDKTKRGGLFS
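WRN at 20 nM final preincubated with compound 15 min at room temperature; reaction started with 100 nM fluorophore/quencher forked duplex oligonucleotide and 2 mM ATP final. Unwinding followed kinetically by red fluorescence (ex 525, em 598 nm).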
MCF10A rerep: induces DNA re-replication in MCF 10a normal breast cells; MCF 10A DNA re-replication, Hoechst nuclear intensity, 48 h; Potency, µM (doses to about 46.1 µM), for the others: top-dose activity, positive = re-replication, actives largely listed as activators; 2.9% of 350,000 active; AID 624296; note: potency is the fitted concentration of half-maximal effect; % of control where 0% means no effect; nearly all actives have a fitted effect of over 50% in size
KB-3-1 cytotox: kills parental KB-3-1 adenocarcinoma cells; Potency, µM (top dose mostly 46.1 µM), for inactives: at the top dose activity change, negative = cytotoxic, hits mostly cytotoxic; 1.4% of 400,000 active; KB-3-1 viability, CellTiter-Glo ATP luminescence, 72 h; AID 1347075; note: potency is the fitted concentration of half-maximal effect; % is set by controls: 0 for no effect and ±100 for the full control effect; nearly all actives have a fitted effect of over 60% in size
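72 h, 37 °C compound treatment of KB-3-1 parental cells; CellTiter-Glo added, 10 min, luminescence read. Data corrected against DMSO-only plates and normalized before curve fitting.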
SW480 rereplic: DNA re-replication induction in SW480 cells; SW480 DNA re-replication, Hoechst DNA content imaging, 48 h; Potency, µM (titrated, usually from 46.1 µM), without a hit: top-dose re-replication activation, hits mostly activators; 1.8% of 340,000 active; AID 624297; note: potency is the fitted concentration of half-maximal effect; % of control where 0% means no effect; nearly all actives have a fitted effect of over 55% in size
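Cells (250 per well) received 23 nL compound or DMSO by pin tool and were kept 48 hr at 37 C, 5% CO2. Nuclei were then stained with Hoechst for 40 min and scanned for DNA content.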
HT1080 IDH1KD tx: HT-1080 IDH1 knockdown cell toxicity (counter line). Potency, µM (top dose mostly 46.1 µM), without a hit: at the highest dose activity, negative = toxicity, most hits filed as cytotoxic. 2% of 360,000 active. HT-1080 IDH1 knockdown viability, ATP luminescence, 48 h;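 note: potency is the fitted concentration of half-maximal effect; 0% = DMSO wells and -100% = cell-free medium wells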
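In this qHTS, HT-1080 cells depleted of IDH1 are exposed for 48 h at 37 °C to compound titrations. Toxicity is scored from CellTiter-Glo luminescence, with DMSO as full viability and medium alone as none.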
HT1080NT lethal: kills 2HG-producing HT-1080-NT fibrosarcoma cells; Potency, µM (top dose mostly 46.1 µM), for inactives: at the top dose activity, negative = less viability, usual class: cytotoxic; AID 686970; HT-1080-NT fibrosarcoma viability, CellTiter-Glo ATP luminescence, 48 h; 1.6% of 360,000 active;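 note: NT is the 2HG producing partner of a matched IDH1 knockdown line; potency is the fitted concentration of half-maximal effect; 0% = DMSO-treated cells and -100% = media-only wells without cells; nearly all actives have a fitted effect of over 55% in size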
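750 cells/well, RPMI + 5% FBS; 2 h settle, compound pin-transfer, 48 h at 37 degrees C. CellTiter-Glo 10 min RT, luminescence. Normalized to DMSO and media-only wells.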
ATXN2 expr inh: ATXN2 expression inhibition | AID 1745845 | 0.72% of 360,000 active | Potency, µM (top dose mostly 57 µM), for inactives: top-dose activity change, negative = inhibition, actives largely listed as inhibitors | HEK-293 ATXN2-luciferase reporter, luminescence, 24 h; note: potency is the fitted concentration of half-maximal effect; % is set by controls: 0 for no effect and ±100 for the full control effect; nearly all actives have a fitted effect of over 55% in size
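qHTS (up to 57 uM final) was run with 24 h compound exposure of reporter cells at 37 °C. Each well was multiplexed: SteadyGlo luminescence measured ATXN2-luciferase expression after a fluorogenic Gly-Phe-AFC viability readout (25 uM final).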
IL1B secr inh: blocks inflammasome-driven IL-1 beta release; THP-1 LPS/ATP IL-1B secretion, AlphaLISA, 16 h; stronger effect = lower value; activity change, % at 57.5 µM; 4.7% of 360,000 active; in the data active = activity change below about -50%; inconclusive = mostly about -30% to -49%; note: % is set by controls: 0 for no effect and ±100 for the full control effect
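Secreted IL-1B measured by AlphaLISA bead assay after 16 h compound exposure of THP-1 cells; compounds (final up to 57.5 uM) added 1 h before LPS (250 ng/mL) and ATP (1.25 mM) stimulation; lower signal means less secretion.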
KB-V1 cytotox: kills drug-selected multidrug resistant KB-V1 cells. AID 1347076. 3.4% of 400,000 active. KB-V1 MDR cells viability, CellTiter-Glo, 72 h. Potency, µM (series often up to 46.1 µM), inactives show at the highest dose activity change, negative = cytotoxicity, hits mostly cytotoxic; note: potency is the fitted concentration of half-maximal effect; % is set by controls: 0 for no effect and ±100 for the full control effect; nearly all actives have a fitted effect of over 60% in size
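Drug-selected KB-V1 cells, grown in DMEM lacking phenol red with 10% FBS, receive compound titrations; after three days at 37 degrees C, surviving cell ATP is quantified by CellTiter-Glo luminescence and responses normalized and curve-fitted.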
* hit, by the source's call; ? = inconclusive; . = no result given; & = joins results of further samples; ! = a repeat was not active; [ ] = remark or other dose. Unless noted, calls come from the whole dose curve; as a rule, active = well fitted curve in the direction sought with a large enough effect; inconclusive = small, poorly fitted or top-dose-only effect, or another doubt; inactive = no such curve, though single readings can be large; an effect the other way counts as inactive or inconclusive.

Compound	WRN inhibitor	MCF10A rerep	KB-3-1 cytotox	SW480 rereplic	HT1080 IDH1KD tx	HT1080NT lethal	ATXN2 expr inh	IL1B secr inh	KB-V1 cytotox
Cc1cc(C(=O)OCC(=O)Nc2ccc(F)cc2)c(C)n1C1CC1	5%	2%	-9%	0%	12%	-1%	2%	-6	23µM*
CC(=O)NC(Cc1ccc(N(CCCl)CCCl)cc1)C(=O)O (stereo unspecified)	-5%	?	3%	11%	-2%	0%	?	-8	5%
c1ccc2c(c1)[nH]c1cnccc12	2%	0%&-11%	0%	-7%&-26%	2%	-14%	-7%	-13	7%
COC(=O)C1=C(c2ccc(F)cc2OCc2ccccc2)C[C@@H]2CC[C@H]1N2C(=O)N1CCCCC1	-28%	?	?	20%	-16%	?	-16%	8	?
COc1ccc(CN2C(=O)NC(=O)/C(=C/c3cc(OC)c(OC)c(OC)c3)C2=O)cc1	45µM*	-9%	-4%	-121%[inhibitor]	-3%	1%	-9%	30	7%
COC(=O)C1=C(c2ccc(F)cc2OCc2ccccc2)C[C@@H]2CC[C@H]1N2C(=O)NCCN1CCOCC1	3%	0.58µM*	0%	?	0%	2%	-10%	8	0%
COc1ccc(OC)c(-n2c(O)c(C=Nc3c(C)n(C)n(-c4ccccc4)c3=O)c(=O)[nH]c2=O)c1	-3%	?	4%	?	6%	0%	.	0	-5%
O=C(Cc1ccc(Cl)cc1)NCCN1CCN(C(=O)Cc2ccc(Cl)cc2)CC1	6%	0%	-25%	-10%	-11%	-12%	-16%	-7	-6%
Cc1ccc(C2N(c3ccccn3)C(=O)C3CCCN32)o1 (stereo unspecified)	1%	-10%	9%	-5%	9%	5%	1%	16	-1%
O=[N+]([O-])c1ccc(OP(=O)(O)Oc2ccc([N+](=O)[O-])cc2)cc1	-6%	-1%	1%	-4%	3%	-6%	19%	32	2%
C[C@]12CC[C@@H](O)CC1=CCC1C2CC[C@]2(C)C(=O)[C@H](F)CC12 (stereo partly specified)	-22%	0%	18%	1%	0%	-7%	6%	6	-17%
CCOC(=O)c1nsnc1NCCCl	9%	-32%[inhibitor]	1%	?	8%	12%	-24%	-7	1%
Cc1cc(NC(=O)CCl)nn1C	12%	?	13µM*	?	?	?	-1%	-101*	21µM*
Cc1ccc(CN2CCN(C)CC2)c(C)c1	0%	-1%	-15%	-18%	0%	5%	.	-7	10%
O=C(Nc1ccc(F)cc1)OC1CN2CCC1CC2 (stereo unspecified)	-4%	8.2µM*	-8%	11%	14%	17%	-2%	-5	8%
COc1ccc(-n2c(/C=C/c3ccc4c(c3)OCO4)nc3ccccc3c2=O)cc1	-9%	?	?	1%	1%	-5%	-28%	-8	?
CN1CCN(C(=O)O[C@H]2c3nccnc3C(=O)N2c2ccc(Cl)cn2)CC1	1%	13%&2%	12%	-3%&0%	4%	-1%	11%&-3%&5%	-10	3%
O=c1[nH]c(O)c(C=Nc2ccccc2Sc2ccccc2)c(=O)[nH]1	0%	?	-4%	14%	-10%	-6%	-8%	-5	27%
CCOC(=O)C1CCN(/C=C2/C(=O)NC(=S)N(c3ccccc3F)C2=O)CC1	3%	-3%	0%	-2%	13%	-1%	.	23	-2%
C=Cn1c(P(=S)(N2CCOCC2)N2CCOCC2)cc2c1CCCC2	-18%	6%	1%	-4%	-2%	-4%	5%	-5	?
CC(C)c1ccc(NC(=O)N2C[C@H]3C[C@@H](C2)c2cccc(=O)n2C3)cc1	1%	22%	0%	?	4%	7%	2%	36	?
COc1ccccc1N1CCN(C2CCCN(C(=O)COc3ccccc3Cl)C2)CC1 (stereo unspecified)	5%	?	-2%	0%	-13%	-22%	-11%	-19	-32%
c1ccc(CNCCc2ccc3c(c2)OCO3)nc1	-12%	-7%	3%	5%	-17%	-15%	-10%	1	?
Cc1ccc(-c2nc3ccccc3c(=O)n2-c2cccc(C)n2)cc1	1%	20%	-7%	0%	2%	3%	-16%	11	-7%
CCOc1nc(NC(C)C)nc(N2CC3CC(C2)c2cccc(=O)n2C3)n1 (stereo unspecified)	5%	-3%	0%	-22%	0%	-1%	.	15	-3%
CCOC(=O)C1(CCCc2ccccc2)CCN(C2CCCC2)CC1	11%	?	?	16µM*	-27%	-18%	-36%	-74*	-21%
CCN(CC)S(=O)(=O)c1ccc(C(=O)NC2CN3CCC2CC3)cc1 (stereo unspecified)	1%	2%	-5%	-3%	-1%	4%	-1%	0	6%
Ic1ccccc1CN[C@@H]1C2CCN(CC2)[C@@H]1C(c1ccccc1)c1ccccc1	-1%	?	?	-2%	21µM*	18µM*	?	-50*	16µM*
O=[N+]([O-])c1ccc(C2C3C(c4ccccc4)=NC4(CCCC4)N32)cc1 (stereo unspecified)	-30%[57.1 µM]	-1%	-4%	28%	9%	14%	-7%[11.3 µM]	-12	?
CN1CC(C(=O)c2cccs2)C(c2ccc(Cl)cc2)C1 (stereo unspecified)	2%	5%	-1%	-2%	-25%	-1%	-35%	-17	-9%

Part of the list above in order of heavy-atom count, low to high:
Compound	WRN inhibitor	MCF10A rerep	KB-3-1 cytotox	SW480 rereplic	HT1080 IDH1KD tx	HT1080NT lethal	ATXN2 expr inh	IL1B secr inh	KB-V1 cytotox
O=[N+]([O-])c1ccc(OP(=O)(O)Oc2ccc([N+](=O)[O-])cc2)cc1	-6%	-1%	1%	-4%	3%	-6%	19%	32	2%
CCOc1nc(NC(C)C)nc(N2CC3CC(C2)c2cccc(=O)n2C3)n1 (stereo unspecified)	5%	-3%	0%	-22%	0%	-1%	.	15	-3%
O=C(Cc1ccc(Cl)cc1)NCCN1CCN(C(=O)Cc2ccc(Cl)cc2)CC1	6%	0%	-25%	-10%	-11%	-12%	-16%	-7	-6%

Next records
Compound	WRN inhibitor	MCF10A rerep	KB-3-1 cytotox	SW480 rereplic	HT1080 IDH1KD tx	HT1080NT lethal	ATXN2 expr inh	IL1B secr inh	KB-V1 cytotox
O=C1NC(=O)C(CCc2ccncc2)(CCc2ccncc2)C(=O)N1C1CCCCC1	3%	5%	-10%	?	-7%	-7%	1%	-5	-9%
CCC1CN1P(=S)(N1CC1CC)N1CC1CC (stereo unspecified)	-10%	2%	0%	-1%	-1%	-1%	-13%	7	-9%
N=c1c[n+](CC23CC4CC(CC(C4)C2)C3)[n-]o1	-31%	3%	7%	-5%	-1%	0%	-3%	-19	0%
Cc1ccc2c(c1)c(=O)c1c3n2CCN(CC#N)C3CC1 (stereo unspecified)	-1%	-1%	0%	-6%	3%	28%	-1%[11.3 µM]	-9	17%
COc1cc(C(=O)N2Cc3ccc(Br)cc3-n3nncc3C2)cc(OC)c1OC	2%	.	0%	.	19%	28%	7%	-13	-28%
O=C(c1ccc(Cl)cc1)C1CCCN(Cc2ccon2)C1 (stereo unspecified)	5%	5%	-1%	16%	-13%	-1%	.	15	-12%
Oc1c(Br)cc(Br)cc1CN1CCN(Cc2ccccc2)CC1	-24%	18%	?	8%	-12%	-8%	-4%	-24	-16%
COC(=O)CC1=C(C(=O)OC)C2(C(=O)Nc3c(C)cccc32)C(C#N)=C(N)O1 (stereo unspecified)	17%	1%	-2%	2%	7%	2%	-1%	0	3%
CCOC(=O)c1cccc(C2=C(CNC(=O)c3ccncc3)[C@H]3CC[C@@H](C2)N3Cc2ccccc2)c1	-11%	.	-19%	.	-6%	-2%	-9%	42	?
O=C(O)c1ccc(Cl)nc1	-2%	-1%	-2%	-6%	12%	10%	2%	-7	13%
Cc1cc2c(s1)NC(=O)CN=C2c1cccs1	7%	0%	10%	-1%	5%	-2%	2%	13	-19%
CN1CCc2nc3ccc(F)cc3c(C(N)=O)c2C1	-4%	-1%	1%	-2%	11%	9%	2%	1	21%
Cc1nn(Cc2ccccc2)c(C)c1C(=O)OCC(=O)NCc1ccco1	8%	-2%	-5%	-1%	-7%	-3%	7%	-19	-22%
CC(C)c1ccc2c(c1)C(N1CCNCC1)Cc1ccc(F)cc1S2 (stereo unspecified)	-2%	?	?	?	?	-8%	?	-97*	?
Cc1ccc(Cl)cc1N1CCN(C(=O)c2cn(C)c(=O)c3c2c2ccccc2n3C)CC1	-6%	?	-14%	?	-1%	2%	?	-68*	?
O=C(Nc1ccc(OC(=O)N2CCCC2)cc1)N1CCOCC1	0%	-4%	11%	-6%	3%	16%	6%	0	-8%
O=[N+]([O-])c1cccc(CN2CCN(Cc3ccc(Cl)cc3)CC2)c1	-33%	-2%	-24%	0%	-7%	-23%	-8%[11.3 µM]	-21	?
CC(O)CNc1ccc([N+](=O)[O-])c2cccnc12 (stereo unspecified)	-18%	0%	4%	0%	-10%	0%	-12%	2	-9%
CC(C)(C)c1nc(N2CCN(C(=O)c3ccco3)CC2)c2nnn(Cc3ccccc3Cl)c2n1	-10%	18µM*	-3%	10%	-2%	-1%	-32%	-9	12µM*
C=CCn1c(O)c(C(C)=NCCN2CCN(C(=S)NC)CC2)c(=O)[nH]c1=O	-11%	?	-5%	-5%[9.22 µM]	-1%	17%	11%	5	0%
Nc1nc(F)nc2c1ncn2[C@@H]1O[C@H](CO)[C@@H](O)[C@@H]1O	11%	-4%	0.65µM*	11%	?	?	1.7µM*!	82	0.65µM*
CN1CCN(Cc2cn(C)c3ccccc23)CC1CCO (stereo unspecified)	-5%	11%	-32%	29%	2%	-6%	-7%	-20	?
Cc1cccc(NC(=O)[C@@H](NC(=O)N2C[C@H]3C[C@@H](C2)c2cccc(=O)n2C3)C(C)C)c1	4%	-2%	0%	-10%	4%	3%	8%	14	9%
COc1ccc(-n2c(O)c(C(C)=NCc3ccc4c(c3)OCO4)c(=O)[nH]c2=O)cc1	-22%	-1%	6%	-9%	1%	-20%	-17%	-12	20%

Not all compounds are listed, so the mix of outcomes need not match the whole.
